# Screening results from PubChem BioAssay.
# PKM2 act = qHTS Assay for Activators of Human Muscle isoform 2 Pyruvate Kinase; Pyruvate kinase PKM (Homo sapiens), P14618; purified PKM2, Kinase-Glo ATP luminescence, activation; response scale: 0% is enzyme alone, no compound; Potency, µM (doses to about 57.5 µM), for the others: at the highest dose activation, most hits filed as activators; 0.34% of 260,000 active; AID 1631, 2009; also: potency is read from the fitted curve at half-maximal effect; nearly all actives have a fitted effect of over 55% in size
# Target sequence (P14618 whole entry, looked up, canonical isoform): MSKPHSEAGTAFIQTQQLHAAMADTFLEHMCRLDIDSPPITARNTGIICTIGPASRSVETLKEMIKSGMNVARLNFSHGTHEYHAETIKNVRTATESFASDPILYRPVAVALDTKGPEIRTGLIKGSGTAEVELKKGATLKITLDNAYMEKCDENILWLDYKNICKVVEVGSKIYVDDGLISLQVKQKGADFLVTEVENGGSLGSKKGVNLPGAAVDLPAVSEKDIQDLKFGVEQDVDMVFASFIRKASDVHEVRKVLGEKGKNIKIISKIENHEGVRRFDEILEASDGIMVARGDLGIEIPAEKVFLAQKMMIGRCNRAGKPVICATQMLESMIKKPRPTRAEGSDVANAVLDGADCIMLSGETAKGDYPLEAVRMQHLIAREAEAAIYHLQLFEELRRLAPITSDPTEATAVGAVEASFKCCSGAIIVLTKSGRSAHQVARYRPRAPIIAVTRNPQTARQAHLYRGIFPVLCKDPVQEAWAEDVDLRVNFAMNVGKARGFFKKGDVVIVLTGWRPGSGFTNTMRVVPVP
#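 Purified hPK-M2 (>95%) run at intermediate activity with 0.1 mM ADP and 0.5 mM PEP in 50 mM imidazole pH 7.2, KCl, MgCl2; 1 h room temperature. ATP formed read by Kinase-Glo luminescence; normalized to uninhibited and no-enzyme controls.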
# Giardia killer = Small Molecules that selectively kill Giardia lamblia: qHTS; Giardia lamblia trophozoite viability; activity change, % at 7.66 µM, hits read low; 0.15% of 340,000 active; AID 540267, 2011; in the data active = activity change below about -80%; inconclusive = between about -30% and that limit;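 also: parasites exposed to compound for two days anaerobically before the ATP read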
#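 Each well holds 100 Giardia trophozoites and compound. After two days (48 hrs) at 37 deg C in anaerobic conditions, ATP is quantified by luminescence.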
# hERG WT inh = qHTS for Inhibitors of KCHN2 3.1: Wildtype qHTS. Voltage-gated inwardly rectifying potassium channel KCNH2 (Homo sapiens), Q12809. U2OS, BacMam KCNH2, thallium flux FluxOr; active compounds read low. activity change, % at 1.84 µM. 0.37% of 340,000 active. AID 720551, 2013;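 active = maximum activity change below -70%; inconclusive = maximum activity change between -70% and -50%; inactive = maximum activity change above -50%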
#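 U2OS cells transduced with wild-type KCNH2 virus are loaded with FluxOr dye for 45 min, and thallium flux is measured in kinetic reads before and after stimulation buffer. Rate constants are normalized to DMSO controls.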
# FBPA coupling cs = qHTS Assay for Inhibitors of Fructose-1,6-bisphosphate Aldolase from Giardia Lamblia: Coupling assay counterscreen; 0.67% of 290,000 active; activity change, negative = inhibition, % at 58.2 µM, hits read low; coupling enzyme system counterscreen, AmpLite Red fluorescence; in the data active = activity change below about -30%
#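 Compounds tested against the coupling enzymes alone at 57.5 uM final; readout was AmpLite Red fluorescence (525/598 nm) after 20 min at RT.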
# USP2a block = qHTS Assay for Inhibitors of Ubiquitin-specific Protease USP2a Using CHOP2 as the Reporter; Ubiquitin carboxyl-terminal hydrolase 2 (Homo sapiens), O75604; USP2 core, Ub-CHOP2 coupled fluorogenic reporter, 485/531; Potency, µM (top dose mostly 38.3 µM), inactives show at the highest dose activity change, negative = inhibition, actives largely listed as inhibitors; 0.01% of 330,000 active; AID 463254, 2010;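 also: potency is read from the fitted curve at half-maximal effect; plate controls were DMSO wells for no effect and full inhibition by NEM control for full effect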
#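 Deubiquitinase activity read as fluorescence (485/531 nm) after Ub-CHOP2 cleavage activates the enterokinase reporter on its substrate; USP2 core 10nM, Ub-CHOP2 and substrate 25nM each, 30min compound preincubation then 60min RT; data normalized to NEM, curves fitted.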
# Eya2 phos inh = qHTS Assay for Inhibitors of the Phosphatase Activity of Eya2 | 0.006% of 330,000 active | Protein phosphatase EYA2 (Homo sapiens), O00167 | Potency, µM (series often up to 76.9 µM), for the others: at the top dose activity, negative = inhibition, actives largely listed as inhibitors | recombinant Eya2, OMFP fluorescence dephosphorylation (OMFP is methylfluorescein phosphate) | AID 488837, 2010; also: potency is read from the fitted curve at half-maximal effect
#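 Eya2 (0.2 uM) preincubated 10 min at ambient with compound, then OMFP substrate added at 50 uM; 10 min reaction in 50 mM HEPES pH 7.5, 50 mM NaCl, 5 uM MgCl2, 0.05% BSA, 1 mM DTT. Fluorescence read at Ex 485/Em 525 nm.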
# uPA surface inh = qHTS for Inhibitors of Cell Surface uPA Generation; AID 540303, 2011; 0.31% of 330,000 active; cell surface uPA generation assay, qHTS; Potency, µM (highest dose often 38.3 µM), for inactives: at the highest dose activity change, negative = inhibition, usual class: inhibitors; active = well fitted inhibition curve with a large enough effect; inconclusive = small, poorly fitted or top-dose-only effect; inactive = no such curve, though single readings can be large or run the other way; tested in mouse RAW 264.7 cells; also: potency is read from the fitted curve at half-maximal effect; nearly all actives have a fitted effect of over 55% in size
# GALK inh = qHTS Assay for Inhibitors of Human Galactokinase (GALK). P51570. Purified GALK, Kinase-Glo residual ATP luminescence. Potency, µM (titrated, usually from 57.5 µM), for the others: at the top dose activity change, negative = inhibition, usual class: inhibitors. 0.007% of 270,000 active; also: potency is read from the fitted curve at half-maximal effect
# Target sequence (P51570 whole entry, looked up): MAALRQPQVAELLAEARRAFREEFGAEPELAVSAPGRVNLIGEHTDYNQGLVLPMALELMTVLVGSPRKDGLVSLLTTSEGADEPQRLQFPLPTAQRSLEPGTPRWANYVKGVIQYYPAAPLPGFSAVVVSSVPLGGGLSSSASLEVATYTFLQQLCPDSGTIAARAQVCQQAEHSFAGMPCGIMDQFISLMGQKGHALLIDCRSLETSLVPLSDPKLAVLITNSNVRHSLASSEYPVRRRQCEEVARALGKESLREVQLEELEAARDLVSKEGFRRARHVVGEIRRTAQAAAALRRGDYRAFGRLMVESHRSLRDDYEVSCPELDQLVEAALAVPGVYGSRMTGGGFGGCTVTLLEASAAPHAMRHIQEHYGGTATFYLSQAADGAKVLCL
#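 Kinase-Glo Plus luminescence measured ATP left after a 1 h room-temperature reaction. The reaction used 5 nM GALK, 100 uM galactose and 35 uM ATP at pH 8.0 (20 mM HEPES, 5 mM MgCl2, 60 mM NaCl, 1 mM DTT, 0.01% BSA).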
# KCNH2 3.1 block = qHTS for Inhibitors of KCHN2 3.1: Mutant qHTS | Potassium voltage-gated channel subfamily H member 2, brain isoform KCNH2 3.1 (human) | U2OS KCNH2 3.1, thallium flux FluxOr; active compounds read low | activity change, % (tested at about 1.8 µM) | 0.95% of 340,000 active | AID 720553, 2013;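 active = maximum activity change below -70%; inconclusive = maximum activity change from -70% to -50%; inactive = maximum activity change above -50%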;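 also: thallium influx rate constant from kinetic fluorescence after stimulation buffer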
#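 Virally transduced U2OS (3.1 isoform, 4 h infection in dark at RT) → overnight 37 C → FluxOr + Red40 in HBSS/HEPES, 45 min → stimulation buffer, 2 min kinetic read → rate constant vs DMSO controls.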
# Chronic BCR inh = qHTS Assay to Find Inhibitors of Chronic Active B-Cell Receptor Signaling; 0.05% of 340,000 active; AID 493014, 2011; ABC-DLBCL IkBa-CBG/CBR reporter, luminescence ratio, 4 h; Potency, µM (top dose mostly 46.1 µM), for inactives: at the top dose ratio change, negative = lower green/red ratio, most hits filed as inhibitors; active = well fitted inhibition curve with a large enough effect in the signal ratio, with a control signal flat, not every such curve was filed as active; inconclusive = small, poorly fitted or top-dose-only effect, or effect the other way, or a change in a side signal; the % refers to the signal ratio;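 also: potency is read from the fitted curve at half-maximal effect; plate controls were basal doxycycline-induced cells for no effect and cells given 10 µM MG132 for full effect; MG132 reads +100%, hits lower the ratio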
#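 Concentration-response series (up to 46 uM) were applied to TMD8 dual-reporter cells for 4 h at 37C with doxycycline. Green/red ratio, after filter-overlap correction, defined %Activity; red signal alone was normalised to basal cells and zero luminescence.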
# B2AR arrestin = qHTS assay of beta-arrestin-biased ligands of beta2-adrenergic receptor | Beta-2 adrenergic receptor (Homo sapiens), P07550 | beta-arrestin recruitment to beta2AR, cell-based reporter | Potency, µM (series often up to 46.1 µM), without a hit: top-dose activation, usual class: activators | 0.02% of 330,000 active | AID 492947, 2010;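 also: potency is read from the fitted curve at half-maximal effect; 0% = DMSO controls and full agonism = EC100 isoproterenol or metaproterenol; nearly all actives have a fitted effect of over 65% in size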
# An asterisk follows results filed as active; u = inconclusive; x = no result given. Unless noted, calls follow the shape of the dose curve; as a rule, active = well fitted curve in the direction sought with a large enough effect; inconclusive = small, poorly fitted or top-dose-only effect, or another doubt; inactive = no such curve, though single readings can be large; an effect the other way counts as inactive or inconclusive. Unless noted, % is scaled to controls: 0 for no effect and ±100 for the full control effect.
SMILES,PKM2 act,Giardia killer,hERG WT inh,FBPA coupling cs,USP2a block,Eya2 phos inh,uPA surface inh,GALK inh,KCNH2 3.1 block,Chronic BCR inh,B2AR arrestin
CCCS(=O)(=O)N1CCCC(C(=O)c2cccc(Cl)c2)C1 (configuration not stated),-5%,7,5,-2,-9%,-4%,x,4%,-20,u,0.0%
CC(=O)c1cnc(-c2ccccc2Cl)s1,-1%,5,-15,2,1%,0%,-13%,8%,-4,-4%,0.0%
Cn1c(=O)c2c(ncn2CC(O)CNc2ccc(Br)cc2)n(C)c1=O (configuration not stated),5%,-10,14,0,-2%,-11%,-1%,0%,-5,9%,0.0%
Cc1cc(C)c(-c2cc(NC(=O)COC(=O)c3ccc(CO)cc3)n(-c3ccccc3)n2)cc1C,-5%,-8,3,-4,-3%,-8%,11%,0%,-7,u,0.4%
O=C(NCc1ccco1)c1cc(S(=O)(=O)N2CCCC2)ccc1Cl,-1%,1,8,1,0%,11%,-20%,3%,12,0%,2.0%
O=C(Nc1ccc(CN2CCOCC2)cc1)c1ccc(Br)cc1,0%,5,23,0,2%,-1%,6%,0%,-48,1%,0.2%
CCOC(=O)c1cc(C(=O)OCC)c(=O)[nH]c1N1CCCCC1,1%,-11,0,-1,6%,6%,19%,-1%,-11,-4%,-1.0%
CS(=O)(=O)N1CCN(CC2CC3C=CC2C3)CC1 (configuration not stated),0%,-25,-1,-2,5%,-29%,x,-1%,12,u,-0.3%
Cc1cc(C)cc(NC(=S)/C(=C(\[O-])c2ccc(Cl)cc2Cl)[n+]2ccccc2)c1,-2%,3,-11,0,-8%,-25%,1%,-5%,22,2%,0.1%
Cc1ccc(Nc2nc(N)nc(CN3CCN(c4ccccc4F)CC3)n2)cc1,14%,-23,25,2,0%,0%,-11%,0%,-86*,-6%,-0.9%
Cc1ccc(NC(=O)Cn2nnc(C(=O)NCCc3ccccc3)c2N)cc1Cl,x,0,-5,1,2%,7%,1%,7%,-10,-12%,-0.1%
Cc1cc(C)n2cc(CSC3=NCCS3)nc2n1,18%,-2,12,0,2%,6%,-1%,4%,2,1%,-0.1%
CCC(=O)N1CCN(C(=O)CC)C1c1ccccc1,-16%,-7,-4,0,-2%,9%,3%,-1%,15,1%,-0.9%
Cc1ccc(N2CC(C(=O)OCC(=O)c3ccc([N+](=O)[O-])cc3)CC2=O)cc1 (configuration not stated),x,-5,6,1,0%,18%,2%,0%,-24,-26%,-0.3%
C=CCc1ccccc1OCC(O)CN(C(C)C)C(C)C (configuration not stated),-3%,23,3,2,-1%,-9%,1%,0%,-1,-2%,-0.2%
COc1ccccc1NC(=O)N1CCc2c([nH]c3ccccc23)C1C(F)(F)F (configuration not stated),-4%,-3,-5,0,-6%,-14%,12%,0%,-14,u,-0.2%
CC1(C)Cc2c(C#N)c(NCCN3CCOCC3)nc(-c3ccco3)c2CO1,-3%,-1,-3,-3,-2%,15%,4%,2%,22,u,3.7%
Cc1ccc(OCC(=O)NNC(=S)NC(=O)C2CC2)c(C)c1,x,x,x,x,4%,2%,x,3%,x,u,-0.2%
N#Cc1nc(-c2ccccc2)oc1NCCCn1ccnc1,19%,-13,4,11,0%,-2%,-1%,0%,-8,3%,0.2%
CC(C)C12CN3CC(C(C)C)(CN(C1)C3c1ccc3c(c1)OCO3)C2=O (configuration not stated),8%,-19,-7,0,1%,9%,14%,-1%,18,0%,-0.4%
CN(C)S(=O)(=O)c1ccc(N2CCCC2)c(C(=O)OCC(=O)NC2CCCCC2)c1,x,-2,1,x,2%,14%,-17%,x,-2,2%,0.2%
COc1cc(OC)cc(C(=O)OCC(=O)c2cc(C)n(CC3CCCO3)c2C)c1 (configuration not stated),x,-25,-1,x,-1%,-1%,-1%,x,-19,-13%,0.2%
COC(CNC(=O)c1ccc(-n2c(=S)[nH]c3ccccc3c2=O)cc1)OC,-12%,1,10,-4,1%,15%,6%,12%,-32,-1%,0.0%
C/C(CC(=O)Nc1ccc(Cl)cc1)=N\NC(=O)C(=O)NCCO,1%,1,-2,0,1%,3%,10%,-3%,-1,0%,0.3%
O=C(CSc1nc(C(F)(F)F)cc(=O)[nH]1)N1CCOCC1,x,-4,9,x,-1%,-28%,2%,x,1,0%,3.5%
O=C(Nc1ccccc1N1CCN(c2ccccc2)CC1)c1cccc(F)c1,0%,-16,0,0,-2%,-10%,7%,-1%,-4,u,-0.6%
COc1ccc(C)cc1NC(=O)CO/N=C(\N)CC(=O)NC1CCCCC1,x,-2,5,x,0%,5%,11%,x,12,-12%,0.2%
C/C(O)=C(\N=Nc1cc(C)ccc1O)C(N)=O,-1%,19,1,-2,-1%,-1%,3%,0%,-15,u,-0.2%
CCN1CCc2c(sc(NC(=O)CN3C(=O)c4ccccc4C3=O)c2C(N)=O)C1,-2%,12,x,0,0%,-3%,-19%,-1%,13,4%,0.1%
COC(OC)c1ccc(C#N)c(=O)[nH]1,0%,-5,-6,2,3%,-5%,9%,5%,7,8%,-0.3%
CCOc1ccc(S(=O)(=O)N(CC(=O)NCC(F)(F)F)Cc2ccco2)cc1,-4%,-13,4,0,2%,-3%,1%,2%,2,4%,3.8%
N#Cc1ccc(OCC(=O)OCC(=O)NC2CC2)cc1,x,0,-6,x,-5%,-1%,-2%,x,-33,0%,-0.1%
CN(C)S(=O)(=O)c1ccc(C(=O)Nc2cc(=O)n(C)c(=O)n2C)cc1,2%,-19,3,5,0%,-2%,1%,0%,1,0%,-1.6%
CCOc1ccc(S(=O)(=O)Nc2ccccc2C(=O)N2CCCC2)cc1,-3%,-4,-8,-12,-4%,9%,-1%,-1%,-16,-10%,0.0%
CCC(C)[C@H](NC(=O)Nc1cccc(OC)c1)C(=O)OC (some centres not stated),-3%,14,-16,0,0%,8%,x,6%,3,0%,-0.7%
COc1ccc(NC(=O)C2CCOC(C)(C)C2)cc1 (configuration not stated),1%,-3,-2,0,0%,u,1%,0%,6,u,-0.9%
COc1ccc(-c2oc3ccccc3c2C(=O)Oc2ccccc2)cc1,-3%,-3,5,-1,1%,-2%,1%,x,-11,u,-0.4%
Cc1ccc(/C=C/C(=O)c2c(C)nc3ccccn23)cc1,-6%,-10,21,1,0%,-42%,-9%,1%,3,u,-0.5%
COc1ccc(-c2c[n+](CC(=O)c3ccccc3)c3n2CCCCC3)cc1,-7%,-8,-3,3,2%,15%,-24%,5%,-13,u,2.8%
CC(=O)Nc1ccc2c(c1)C(=O)N(c1cccc(C)c1)C2=O,5%,-16,-6,0,-1%,-3%,9%,1%,0,15%,-0.2%
Cc1ccc(C)c(Nc2c([N+](=O)[O-])cc(C(=O)N3CC(=O)Nc4ccccc43)cc2[N+](=O)[O-])c1,-4%,-2,9,-4,-11%,-32%,-7%,-1%,-17,3%,3.6%
C[C@H](CO)N1C[C@H](C)[C@@H](CN(C)C(=O)Nc2ccc3c(c2)OCO3)Oc2c(NC(=O)Nc3ccc(C(F)(F)F)cc3)cccc2C1=O,x,9,14,x,-10%,-21%,u,x,12,u,0.2%
Cc1ccsc1/C=N/NC(=O)c1ccccn1,-40%,-2,15,3,2%,3%,-7%,1%,4,u,-0.2%
CCn1c(C)[n+](Cc2ccccc2)c2ccc(C(=O)OC)cc21,2%,3,-1,-1,-1%,6%,0%,0%,1,3%,0.0%
CCc1cccc(CC)c1NC(=S)NCc1nc2ccccc2[nH]1,-9%,22,-8,1,2%,-4%,-13%,10%,9,2%,-0.1%
Cn1c(N)c(C(=O)COC(=O)c2cc3ccccc3cc2O)c(=O)n(C)c1=O,x,-20,1,x,-3%,-7%,-3%,x,-19,0%,-0.9%
